Hsp70 displacement: Hsp70 inhibitors, probe displacement, primary screen, biochemical, fluorescence polarization (AID 583); Hsp70 fluorescence polarization probe displacement, mP; higher % means a stronger effect; displacement, % at 20 µM; hits with a dose series show IC50 in µM; hit rate 0.06% among 140,000; in the data active means displacement above about 50%;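 further: plate controls were vehicle for no effect and reference ligand for full effect; a part of the inactive calls stands beside numbers as strong as those of hits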
Rat MKP-3 inhibitors: inhibition of rat DUSP6 enzyme activity – biochemical, in vitro, primary screen (AID 425); hit rate 0.17% among 110,000; one-dose inhibition, % at 20 µM; IC50 in µM for titrated hits; recombinant MKP-3 phosphatase activity, fluorescence; higher % means a stronger effect; in the data active means inhibition above about 50%;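 further: plate controls were vehicle for no effect and reference inhibitor for full effect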
The depositor's hits bear a star; · = no result given; & = joins results of further samples.

Hsp70 displacement,Rat MKP-3 inhibitors,SMILES
-2.4%,-4%,CCCCn1nc(NC(=O)c2cccs2)c2cc3cc(OC)ccc3nc21
2.2%,-9%,O=C(NCc1ccccn1)C1COc2ccccc2O1 (stereo not drawn)
0.7%,-4%,COc1cccc(OCCCCN2CCCC2)c1
8.2%,-8%,COc1ccc(NC(=O)c2nc[nH]c2C(=O)Nc2ccccc2C)cc1
0.4%,-10%,O=C(NCCCN1CCCC1=O)c1csc2ccccc12
1.2%,·,COc1ccc(C(C(=O)NC(C)(C)C)N(Cc2cccs2)C(=O)CCC(=O)Nc2cc(C)on2)cc1 (stereo not drawn)
11%,-7%,CC1Cc2ccccc2N1Cc1cc(=O)n2ccsc2n1 (stereo not drawn)
-1.6%,·,CCCn1c(NCc2ccco2)nc2c1c(=O)n(C)c(=O)n2C
0.4%,-2%,CCC(=O)c1ccc(OCCN2CCOCC2)cc1
5.6%,2%,Cc1cccc(OCC(=O)O/N=C(\N)Cc2cccc3ccccc23)c1
-3.9%,-8%,CCn1c(N)c(C(=O)NCc2ccco2)sc1=S
2.3%,1%,CCOc1ccc(-c2noc(-c3cccnc3)n2)cc1OC
2.7%,4%,O=C(C1CCN(S(=O)(=O)c2cnc[nH]2)CC1)N1CCc2ccccc2C1
0.4%&1.9%,-13%&-1%,Cc1ccc(C(=O)NCCCn2ccnc2)o1
2.9%,0%,C=CCN1C(=O)/C(=C\c2ccccc2)C(C(=O)OC)=C1C
14%,34%,CN(C)c1ccc(-c2nn3c(-c4ccc(Cl)cc4Cl)nnc3s2)cc1
-0.7%,7%,CCOC(=O)c1c(NC(=O)c2ccc([N+](=O)[O-])cc2)sc(C(=O)N2CCCCCC2)c1C
-1.1%,-7%,CCOC(=O)CSc1nc2c(c(-c3ccc(C)o3)c1C#N)CCCC2
3.5%,2%,O=C(Nc1ccc(NC(=O)c2ccccc2[N+](=O)[O-])cc1)c1ccco1
2.7%,-4%,CC1CCCCC1NC(=O)C1CCN(C(=O)NC2CCCCC2)CC1 (stereo not drawn)
-8.8%&-2.0%,-8%&4%,Cc1onc(C(=O)N2CCC(C(N)=O)CC2)c1-c1ccccc1Cl
-0.3%,-4%,CSc1nc2ccccc2c(=O)n1N
-0.7%,·,Fc1cccc(-n2ncc(-c3nnnn3-c3ccccc3)c2C(F)(F)F)c1
-2.9%,·,CC1=C(C)CC(C(=O)c2ccc(C)cc2)C(C(=O)O)C1 (stereo not drawn)
0.0%,2%,O=C1c2ccccc2C(=O)N1CCc1nc2ccccc2c(=O)n1-c1cccnc1
-1.2%,-4%,CC(C)C(=O)Nc1nnc(SCC(=O)NC2CC2)s1
0.4%,5%,Cc1ccc(-c2csc(NC(=O)c3ccc(Cl)c(Cl)c3)n2)cc1
8.1%,·,CC(C)c1ccc(C(C(=O)NC2CCCC2)N(C(=O)CNC(=O)c2ccco2)c2cccnc2)cc1 (stereo not drawn)
1.9%,4%,O=C(N/N=C/c1c[nH]c2ccc(Br)cc12)C(O)c1ccccc1 (stereo not drawn)
-5.7%,5%,O=S(=O)(c1ccccc1)N1CCN(C2CCN(Cc3ccccc3)CC2)CC1

(listing goes on)
Hsp70 displacement,Rat MKP-3 inhibitors,SMILES
-2.7%,5%,CC1(C)Cc2c(c(N3CCCCC3)[nH]c(=S)c2C#N)CS1
0.4%,0%,COc1ccc(CNC(=O)c2cccc(OC)c2)cc1
-0.9%,-7%,Cc1cccc(C)c1NC(=O)c1c(-c2ccccc2)noc1C
-2.1%,-15%,COc1ccc(CCN(C)C(=O)C2CCCN(Cc3ccc(OC)c(OC)c3)C2)cc1OC (stereo not drawn)
-1.5%,-8%,Clc1ccc2nc(N3CCCCC3)[nH]c2c1
-0.3%,-5%,CCOC(=O)c1ccccc1NC(=O)CN1C(=O)CCS(=O)(=O)c2ccccc21
-21%,2%,COc1ccccc1N1C(=O)c2cccc3c(N4CCCC4)ccc(c23)C1=O
-2.7%,1%,CC(=O)N1c2ccccc2NC2=C(C(=O)CC(c3ccccc3)C2)C1c1cccc([N+](=O)[O-])c1 (stereo not drawn)
-2.6%,·,CC(=O)Nc1ccc(NC(=O)CSc2nnc(-c3ccco3)n2Cc2ccco2)cc1
3.9%,1%,O=C(c1cccc(F)c1)N1CCN(C2CCCCCC2)CC1
2.6%,-5%,Cc1sc2nc(CN(CCc3ccccc3)C(=O)c3ccco3)[nH]c(=O)c2c1C
2.1%,·,CCOC(=O)c1sc(NC(=O)c2ccc(C)s2)cc1C
-0.2%,·,COc1ccc(CCN(Cc2cc3cccc(C)c3[nH]c2=O)C(=O)NC2CCCCC2)cc1OC
1.2%,0%,Cc1ccc2[nH]c3c(c2c1)CN(C(=O)CN1CCN(c2ccccc2F)CC1)CC3
-5.6%,2%,CCOC(=O)c1c(C)n(CC(O)CNC(C)C)c2ccc(OC)cc12 (stereo not drawn)
-5.5%,0%,Cc1ccccc1C(=O)NCCN(C)C
-5.1%,-5%,COCCSc1nnc(-c2cccc(C#N)c2)n1C
-7.8%,4%,C/C(N)=C(\C#N)C(=O)NCc1ccccn1
-3.2%,·,O=C(c1cccc(F)c1F)N1CCCC1
-0.6%,-3%,COc1ccccc1NC(=O)CN(c1cccc([N+](=O)[O-])c1)S(=O)(=O)c1ccccc1
-0.6%,·,COC(C(=O)Nc1ccccc1F)c1ccccc1 (stereo not drawn)
-0.8%,-9%,O=C(O)/C(=C1/OC(=O)c2ccccc21)c1ccccc1
11%,-1%,CCOC(=O)COc1ccc(C=Nc2ccc3[nH]c(=O)[nH]c3c2)cc1OC
-1.0%,0%,O=[N+]([O-])c1cc(NS(=O)(=O)c2cc(Cl)ccc2Cl)ccc1Cl
3.1%,·,CC(=O)N1CCN(C(=O)Cn2c(=O)oc3ccccc32)CC1
2.1%,-7%,CN(CC(=O)O)S(=O)(=O)c1cc(Cl)ccc1Cl
0.6%,-10%,Cc1nn(-c2ccccc2)c2sc(C(=O)n3cccn3)cc12
-1.7%,-14%,COc1ccc(-c2nnc(SCC(=O)N3CCOCC3)o2)cc1
-4.8%,-1%,Cc1cc(C)cc(N2C(=O)NC(=O)/C(=C\c3ccccc3C)C2=O)c1
-2.6%,2%,O=C1NC(=O)N(c2cccc(Br)c2)C(=O)/C1=C/c1ccc(O)c(Cl)c1

Next records follow.
Hsp70 displacement,Rat MKP-3 inhibitors,SMILES
4.0%,3%,CCOC(=O)c1oc2ccc(S(=O)(=O)n3nc(-c4ccc(OC)cc4)cc3N)cc2c1C
12%,·,CCOC(=O)c1ccc(NC(=O)c2ccccc2)cc1
-3.2%,·,Cc1ccc(SC(C)C(=O)Nc2ccc(S(=O)(=O)N3CCOCC3)cc2)cc1 (stereo not drawn)
-3.7%,-7%,O=C(NCc1cccc(F)c1)c1noc2c1CCCC2
-3.1%,-12%,Cn1c(C(C#N)C(=O)c2ccco2)nc2ccccc21 (stereo not drawn)
-55%,16%,O=C1c2ccccc2/C(=N/N=C/C=C/c2ccco2)C1C(=O)C(c1ccccc1)c1ccccc1 (stereo not drawn)
-2.8%,5%,Cc1cc(I)ccc1S(=O)(=O)NCCCN1CCOCC1
8.4%,5%,COC(=O)c1ccc2c(=O)n(CC3CCCO3)c(SCC(=O)Nc3ccccc3OC)nc2c1 (stereo not drawn)
0.7%,-6%,Nc1ccc2nc3n(c(=O)c2c1)CCC3
·,4%,O=C1NC(=Nc2ccc(F)cc2)S/C1=C/c1ccccc1F
-4.7%,-6%,Cc1cc(C(=O)CSc2nnc(C3COc4ccccc4O3)n2C)c(C)n1-c1ccc(F)cc1 (stereo not drawn)
-0.5%,-3%,COC(=O)c1ccccc1NC(=O)CN(C)S(=O)(=O)c1ccc(OC)c(C)c1
-5.5%,2%,O=C1CCC(C(=O)Nc2ccc(Cl)cc2)N1 (stereo not drawn)
1.4%,-7%,CCSCCOC(=O)C1=C(C)NC(=O)NC1c1ccccc1 (stereo not drawn)
1.7%,3%,CCN(CC)Cc1c(O)ccc2c(C)cc(=O)oc12
2.4%,2%,c1ccc(-n2c(SCc3cccc4ccccc34)nnc2-c2ccco2)cc1
-3.4%,-3%,O=C(CSc1nn(-c2ccc(F)cc2)c(=S)s1)NC(=O)NCc1ccco1
3.3%,2%,Cc1csc(NC(=O)c2ccc(C)c([N+](=O)[O-])c2)n1
0.3%,-5%,Nc1nc2n(n1)C(c1cccs1)CC(c1ccc(F)cc1)N2 (stereo not drawn)
5.5%,-12%,N/C(=N\O)c1ccc(NC(=O)c2cccs2)cc1
-1.5%,-4%,COc1ccc(Nc2ncnc3c2cnn3Cc2ccccc2)cc1
1.1%,-3%,COc1ccc2nc(-c3ccccc3)cc(C(=O)Nc3ccccc3C)c2c1
3.2%,-5%,COC(=O)COc1ccc(S(=O)(=O)NCc2ccco2)cc1
1.7%,-1%,CCOC(=O)CSc1nc2cc(C)cc(C)c2cc1C#N
0.6%,0%,O=C(CSc1nc2ccc([N+](=O)[O-])cc2s1)Nc1ccccc1[N+](=O)[O-]
-7.5%,-4%,CCOC(=O)N1CCN(C(=O)CN(C2CCCCC2)S(=O)(=O)c2ccc(C)cc2)CC1
4.7%,-1%,Cc1cc(C)c2[nH]c(=O)c(C(c3nnnn3C3CCCC3)N3CCOCC3)cc2c1 (stereo not drawn)
3.7%,-3%,NS(=O)(=O)c1ccc(CCNC(=O)CCC2COc3ccccc3O2)cc1 (stereo not drawn)
-0.2%,0%,COc1ccc(OCCCC(=O)Nc2nncs2)cc1
-1.8%,-1%,COc1ccc(N2C(=O)CC(Nc3ccc(Cl)cc3)C2=O)cc1 (stereo not drawn)

Continued.
Hsp70 displacement,Rat MKP-3 inhibitors,SMILES
·,-1%,CN1CC=C2C(C#N)=C(N)C(C#N)(C#N)[C@H](c3cccc(Cl)c3)C2C1 (stereo partly drawn)
-2.2%,1%,COc1ccc(C(=O)Nc2ccccc2SC)cc1
7.4%,6%,COc1ccc(CN2CN(C(C)C)CSC2=S)cc1
0.3%,-5%,Cc1ccc(S(=O)(=O)NC(=O)NN2CCCCCC2)cc1
2.9%,6%&1%,CCc1nc2c(c(=O)[nH]1)C1(CCCC1)Cc1ccccc1-2
2.8%,-5%,COc1ccc(C2CC(c3ccccc3)Nc3nc(NC(=O)c4cccs4)nn32)cc1 (stereo not drawn)
1.4%,-4%,O=C(Cn1cnc2c(nnn2-c2ccccc2)c1=O)NCC1CCCO1 (stereo not drawn)
-1.1%,0%,COc1ccc(CN(Cc2ccncc2)C(=O)CCC(=O)O)cc1
1.8%,2%,CCSc1nnc(NC(=O)C(CC)(C(F)(F)F)C(F)(F)F)s1
-1.6%,-3%,COc1cc(SC)ccc1C(=O)N1CCCC(C)C1 (stereo not drawn)
7.1%,·,Cn1c(O)c(C=NCC2CCNCC2)c(=O)n(C)c1=O
-4.3%,0%,Cc1ccc(C)c(Cn2c(C(C)O)nc3ccccc32)c1 (stereo not drawn)
5.1%,-1%,CCc1cc(=O)oc2cc(OCC(=O)O)ccc12
-0.5%,-14%,Cc1occc1C(=O)Nc1ccc2c(c1)CCC2
-4.3%,4%,O=C(Nc1ccc(Cl)c(-c2nc3c(ccc4ccccc43)o2)c1)c1ccccc1[N+](=O)[O-]
-0.9%,5%,O=S(=O)(c1ccc(Cl)c(Cl)c1)N1CCN(Cc2ccccc2)CC1
7.5%,36%,COc1cc(/C=N\Nc2cc(N(C)C)nc(N(C)C)n2)ccc1O
1.9%,3%,Cc1ccccc1C(=O)Nc1nc2ccc(Br)cc2s1
6.4%,3%,CCc1ccc(/C=C2/SC(=S)N(CCC(=O)O)C2=O)cc1
-0.6%,5%,O=C(COc1ccccc1)Nc1cc(C(=O)O)cc(C(=O)O)c1
·,-2%,Cc1cc(NC(=O)CSc2ccc3nnc(-c4cccs4)n3n2)no1
-4.3%,2%,CC1(C)CC(NC(=O)c2cccc(Cl)c2)CC(C)(C)N1
·,3%,O=C1c2cccc3cccc(c23)C(=O)N1CCCCO
2.5%,0%,CCCSc1nnc(NC(=O)Nc2ccc(Cl)cc2)s1
-1.3%,-1%,CN1C(=O)N(C)C2(c3ccccc3)N(C)C(=O)N(C)C12c1ccccc1 (stereo not drawn)

Shown tab-delimited: part of the list above.
mol	Hsp70 displacement	Rat MKP-3 inhibitors
Cn1c(O)c(C=NCC2CCNCC2)c(=O)n(C)c1=O	7.1%	·
Cc1ccc(C)c(Cn2c(C(C)O)nc3ccccc32)c1 (stereo not drawn)	-4.3%	0%

Complete entries, looked up by structure.
`O=C1c2cccc3cccc(c23)C(=O)N1CCCCO` is entered as Hsp70 displacement = ·; Rat MKP-3 inhibitors = 3%
`COc1ccc(CN(Cc2ccncc2)C(=O)CCC(=O)O)cc1` is entered as Hsp70 displacement = -1.1%; Rat MKP-3 inhibitors = 0%
`O=S(=O)(c1ccc(Cl)c(Cl)c1)N1CCN(Cc2ccccc2)CC1` is entered as Hsp70 displacement = -0.9%; Rat MKP-3 inhibitors = 5%

Pulled one by one from above, 7 records:
Hsp70 displacement,Rat MKP-3 inhibitors,SMILES
-0.5%,-14%,Cc1occc1C(=O)Nc1ccc2c(c1)CCC2
7.1%,·,Cn1c(O)c(C=NCC2CCNCC2)c(=O)n(C)c1=O
1.4%,-4%,O=C(Cn1cnc2c(nnn2-c2ccccc2)c1=O)NCC1CCCO1 (stereo not drawn)
7.5%,36%,COc1cc(/C=N\Nc2cc(N(C)C)nc(N(C)C)n2)ccc1O
-1.1%,0%,COc1ccc(CN(Cc2ccncc2)C(=O)CCC(=O)O)cc1
0.3%,-5%,Cc1ccc(S(=O)(=O)NC(=O)NN2CCCCCC2)cc1
·,-2%,Cc1cc(NC(=O)CSc2ccc3nnc(-c4cccs4)n3n2)no1

These rows are one share of the data, so the mix of outcomes need not match the whole.
